Source: PubChem BioAssay (NMMLSC)
T cell modulator = modulates CD8 T cell binding to vesicles | AID 2052 | calls only at 7 µM | 2C CD8+ T cell-vesicle binding, flow cytometry; hits give low values | 330,000 compounds, 0.068% hits;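 active means response, share of CD8 T cells binding vesicles, and their 90th percentile fluorescence all below set limits, cut at about 80% in these data, passing the limit was not always enough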
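System: murine 2C transgenic CD8+ T lymphocytes; also added: QL9-loaded Drosophila micro-vesicles; times: binding 1.5 h at 37 °C; measured by: flow cytometry, PE anti-B7-1 (FL2) versus Alexa647 anti-CD8 (FL8), PFA-fixed; control set: Peptide-free naked vesicles (low) and QL9 vesicles with 0.7% DMSO vehicle (high)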
T cell modulator vesicle-bound % = recorded beside T cell modulator, whose call it bears; double positive events, %; measured here: CD8+ vesicle-bound cell fraction;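 binding gate set so that unloaded-vesicle control wells show 10% double positive cells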
* marks the source's active call; other numbers are inactive results; i = inactive. An excerpt. The share of hits here may be higher or lower than overall.

SMILES	T cell modulator	T cell modulator vesicle-bound %
CN[C@H]1CCc2cc(OC)c(OC)c(OC)c2-c2ccc(N(C)CC(OC)OC)c(=O)cc21	i	29
CCC1CCC/C1=N\NC(=O)c1ccoc1C (stereo unspecified)	i	11
COc1ccc(-c2n[nH]c(=S)n2Cc2ccccc2)cc1	i	60
CCCn1c(=O)c2[nH]c(-c3ccc(OCC(=O)Nc4ccc(C#N)cc4)cc3)nc2n(CCC)c1=O	i	22
C/C(=N\NC(=O)c1cc(-c2ccccc2C)nc2ccccc12)c1cccnc1	i	56
O=C(CNC(=O)N1CC(=O)Nc2ccccc21)Nc1nccs1	i	1
Cc1ccc(S(=O)(=O)Nc2ccc3c(c2)nc(CCN2CCCC2)n3C)cc1	i	11
CCN1C(=O)[C@H]2[C@@H](c3ccc(-c4ccc5c(c4)OCO5)c(OC)c3)N[C@@](C)(C(=O)OC)[C@H]2C1=O	i	4
Cc1ccccc1CC(=O)NC1CCN(C)CC1	i	57
O=C(NNC(=O)c1cccs1)c1ccc(Cl)c(S(=O)(=O)N2CCCC2)c1	i	52
Cc1ccc(N2C(=O)N(CC(=O)Nc3cccc([N+](=O)[O-])c3C)C(=O)C2C)cc1 (stereo unspecified)	i	58
CN1C(=O)C(CC(=O)Nc2ccccc2F)N(NC(=O)c2ccc(Br)cc2)C1=S (stereo unspecified)	i	51
COc1ccc(C(=O)COC(=O)c2cc(=O)c3ccccc3o2)cc1	i	34
Cc1ccnc(NC(=O)CCNC(=O)c2ccc(Cl)cc2)c1	i	8
CSCCC(NC(=O)c1cc(S(=O)(=O)N2CCOCC2)ccc1F)c1nc2ccccc2[nH]1 (stereo unspecified)	i	42
COc1ccc(CN2C(=O)c3cccnc3C2=O)cc1S(=O)(=O)N1CCOc2ccccc21	i	47
Cc1nn(-c2ccccc2)c(C)c1/C=N/NC(=O)c1cc(O)cc(O)c1	i	32
Cc1nnc(NC(=O)C2CC(=O)N(c3ccccc3)C2)s1 (stereo unspecified)	i	44
COCCCN1CC(=O)N2C(c3cccc(C)c3)c3[nH]c4ccccc4c3C[C@H]2C1=O (stereo partly specified)	i	46
CCOC(=O)/C(C#N)=C/c1c(N2CCN(CC)CC2)nc2c(C)cccn2c1=O	i	57
O=C(CNS(=O)(=O)c1ccc([N+](=O)[O-])cc1)N/N=C/c1ccc(O)cc1O	i	22
Cc1cc(C)cc(NC(=O)CSc2nc3nc(C)cc(C)n3n2)c1	i	30
COc1ccc(CC(=O)OCC(=O)NC2CCCC(C)C2C)cc1 (stereo unspecified)	i	41
Cc1ccc(N(C(C)C(=O)N2CCN(Cc3ccccc3)CC2)S(C)(=O)=O)cc1 (stereo unspecified)	i	17
Cc1cccnc1NC(=O)CCNC(=O)c1ccc(Br)cc1	i	6
CCOC(=O)c1c(C)[nH]c(C)c1S(=O)(=O)N1CCC(c2ccccc2)C1 (stereo unspecified)	i	45
CCOC(=O)NN=C1CCC(c2ccccc2)CC1 (stereo unspecified)	i	57
Cc1ccc(C(=O)N2CCCC(N(C)Cc3ccccc3)C2)s1 (stereo unspecified)	i	6
COc1ccc(CCNc2ncnc3sc(C)cc23)cc1OC	i	35
Cn1nc(C(=O)NCc2cccc(F)c2)cc1C(=O)NCc1cccc(F)c1	i	19
O=C(COC(=O)Cn1cnc2ccccc21)Nc1ccc(F)c(F)c1	i	12
CCc1ccc(-c2csc(NC(=O)C3=COCCO3)n2)cc1	i	52
Cc1ccc(S(=O)(=O)CCC(=O)N2CCN(c3ccc([N+](=O)[O-])cc3)CC2)cc1	i	8
Cc1cc(Cl)c(C)c(S(=O)(=O)N2CCN(C(=O)C3CCCO3)CC2)c1Cl (stereo unspecified)	i	25
CC1=C(C(=O)Nc2cc(C(=O)NCCCOC(C)C)ccc2C)SCCO1	i	19
O=C1N[C@@H](c2ccccc2)COC(=O)[C@@H](Cc2ccc(F)cc2)C/C=C\C[C@H]1CC(=O)N(CCO)Cc1ccccc1	i	6
CCn1c(CNC(=O)c2cccnc2)cc2ccccc21	i	20
C=CCn1c(SC(C)C(=O)c2c(N)n(C)c(=O)n(C)c2=O)nnc1-c1ccoc1C (stereo unspecified)	i	47
Cc1ccc(C(=O)Nc2nnc(S(=O)(=O)N3CCC(C)CC3)s2)cc1	i	5
O=C(Nc1ccccc1C(F)(F)F)c1cc(-c2ccco2)on1	i	35
CC1C(=O)N2CCCc3cc(NS(C)(=O)=O)cc1c32 (stereo unspecified)	i	16
Cc1ccc(CCN2CCN=C2N(C)C)cc1	i	17
Cc1ccc(NC(=O)COC(=O)c2ccc(Br)o2)cc1S(=O)(=O)N1CCCCC1	i	34
CC1CCN(S(=O)(=O)c2ccc(NC(=O)C3CC(=O)N(c4ccccc4)C3)cc2)CC1 (stereo unspecified)	i	19
CCn1cc(C(=O)NCc2cccc(C(F)(F)F)c2)c(=O)c2ccc(C)nc21	i	57
CNC(=O)c1cc(Oc2ccc(NC(=O)Nc3ccc(Cl)c(C(F)(F)F)c3)cc2)ccn1	i	45
c1ccc(-c2cn(C[C@H]3CC[C@H](Cn4cc(-c5ccccn5)nn4)O3)nn2)nc1	i	14
CCOc1ccc(CCNC(=O)Cn2ncn3nc(-c4ccc(OC)cc4)cc3c2=O)cc1	i	23
Cc1ccc(NC(=O)c2ccc(=O)n(CC(=O)Nc3c(C)cc(C)cc3C)n2)cc1	i	21
CCOCCCNC(=O)C1(O)c2cc(Br)ccc2NC(=O)N1c1ccc(CC)cc1 (stereo unspecified)	i	37
Fc1ccc(/C=N/n2c(C3CCCCC3)n[nH]c2=S)cc1	i	31
CC(OC(=O)CCN=C1NS(=O)(=O)c2ccccc21)C(=O)Nc1ccc(F)cc1 (stereo unspecified)	i	29
CC(=O)Oc1cccc(NC(=O)c2cccc(C(=O)Nc3cccc(OC(C)=O)c3)c2)c1	i	11
NC(=O)C1CCCN(C(=O)c2ccc3nc(Cc4cccc(Cl)c4)oc3c2)C1 (stereo unspecified)	i	23
COCCNC(=S)Nc1cc2oc3ccccc3c2cc1OC	i	57
COc1ccccc1N1CCN(C(=O)c2cc3c(s2)-c2ccccc2OC3)CC1	i	35
COc1ccc(OC)c(N(CC(=O)NCCSCc2ccco2)S(=O)(=O)c2ccc(OC)c(OC)c2)c1	i	5
CC(=O)Nc1ccc(NC(=O)c2cc(=O)c3cc(C)cc(C)c3o2)cc1	i	60
Cc1ccc(C)c(C(=O)N2CCN(c3ncccn3)CC2)c1	i	19
CC(C)OCCCNC(=O)c1ccc2c(c1)NC(=O)c1ccccc1S2	i	32

(more compounds)
SMILES	T cell modulator	T cell modulator vesicle-bound %
O=C(CCN1CCN(Cc2ccccc2)CC1)NNC(=O)Nc1cccc([N+](=O)[O-])c1	i	43
CCn1c(=O)c2sccc2n(CC(=O)NC2CCCC2)c1=O	i	20
CSCC[C@H](NC(=O)N1CCn2c1nc1ccccc12)C(=O)NCC1CCCO1 (stereo partly specified)	i	28
CCOc1ccc(CCNC(=O)CS(=O)Cc2nc(-c3ccc(OC)c(OC)c3)oc2C)cc1OCC (stereo unspecified)	i	12
COc1ccc(NC(=O)C2CCC(C(C)(C)C)CC2)cc1S(=O)(=O)N1CCOCC1 (stereo unspecified)	i	49
COc1ccc(-c2n[nH]c(=S)n2Cc2ccccc2)cc1OC	i	39
COc1cccc(CC(=O)OCC(=O)N(C)CC(=O)Nc2ccccc2Cl)c1	i	11
Cc1ccc(NS(=O)(=O)c2ccc(C(=O)N3CCCC(C(F)(F)F)C3)cc2)cc1 (stereo unspecified)	i	23
COc1ccc(C(=O)NC(=S)NNC(=O)c2ccccc2O)cc1	i	24
Nc1nc(SCC(=O)Nc2ncc(Cl)cc2Cl)n[nH]1	i	39
CN(CC(=O)N1CCOCC1)S(=O)(=O)c1ccc2ccccc2c1	i	52
COc1ccc(-c2cc3ccc(OCC(C)=O)cc3oc2=O)cc1	i	35
COc1ccc(C(=O)O/N=C2\C(=O)N(C)c3ccccc32)cc1	i	16
O=C(CN1C(=O)COc2ccc(S(=O)(=O)N3CCCCC3)cc21)NCc1ccc(F)cc1	i	13
CCN(CC)CCN(C(=O)c1ccc2c(c1)CCCC2)c1nc2c(C)cccc2s1	i	60
COc1ccccc1CNC(=O)[C@@H]1CCCN1S(=O)(=O)c1ccc(Cl)cc1	i	22
Fc1ccc(-[n+]2nc(Nc3ccccc3)sc2-c2c3ccccc3cc3ccccc23)cc1	i	35
COc1cc(OC)cc(C(=O)N[C@H](C(=O)OCC(=O)Nc2ccc3c(c2)OCO3)C(C)C)c1	i	51
COc1ccc(CC(=O)N(Cc2ccccc2)c2cccc(C)c2)cc1OC	i	60
CCN(CC(=O)Nc1ccccc1OC)C(=O)CCOc1ccc(C(C)(C)C)cc1	i	35
Cc1nc2c(cc1N)nc(C)n2Cc1ccccc1	i	71
COc1ccc(C(=O)Nc2ccc(NC(=O)C3CC3)nc2)cc1	i	18
COc1ccc(OCCCC(=O)Nc2ccc(OC)c(S(=O)(=O)N3CCOCC3)c2)cc1	i	44
COc1ccc(CN(C)S(=O)(=O)c2ccc3c(c2)OCCO3)cc1	i	39
COc1ccc(C(=O)O)cc1NC(=S)NC(=O)/C=C/c1ccc(C(C)C)cc1	i	23
O=C(COc1ccc(F)cc1Br)NCc1nnc2ccccn12	i	42
COc1cc(CNCc2ccc(OC)c3ccccc23)cc(OC)c1OC	i	40
COc1ccc(C(=O)Nc2ccc(-c3n[nH]c(=S)o3)cc2)cc1	i	23
COc1ccc(C(CNC(=O)c2ccc(S(=O)(=O)Nc3ccc(F)cc3)cc2)N(C)C)cc1 (stereo unspecified)	i	44
Cc1cc(C)cc(NC(=O)CSc2nnc(-c3ccncc3)o2)c1	i	42
CC(CC(=O)NCc1ccc(Cl)cc1)S(=O)(=O)c1ccc2c(c1)NC(=O)CO2 (stereo unspecified)	i	29
COc1ccc(CN2CC(=O)N3[C@H]4c5ccc(OC)cc5OC[C@@H]4[C@H](c4ccccc4)[C@]3(C)C2=O)cc1	i	40
Cc1ccccc1C(=O)Nc1ccc2c(c1)nc(CCNC(=O)c1ccco1)n2C	i	8
O=C(CN1C(=O)COc2ccccc2C1=O)c1ccc2c(c1)OCCO2	i	40
CCN(Cc1ccccc1)S(=O)(=O)c1ccc(C(=O)N(CCCN(C)C)c2nc3cc4c(cc3s2)OCCO4)cc1	i	59
CSc1ccc(CNCC2CCCO2)cc1 (stereo unspecified)	i	7
O=C(Oc1ccc(F)c(F)c1)c1ccc2c(=O)n3c(nc2c1)CCC3	i	58
CCN(CC)c1ccc(/C=C/c2cccc[n+]2C)c(OC)c1	i	51
O=C(CN(Cc1ccccc1)C(=O)CNS(=O)(=O)c1ccccc1)NCC1CCCO1 (stereo unspecified)	i	57
COc1ccc(N2CCN(C3CCN(S(=O)(=O)c4ccc(F)cc4)CC3)CC2)cc1	i	24
O=C(COC(=O)CNC(=O)C1CCCCC1)NCc1ccccc1	i	21
CCN(Cc1ccc2c(c1)OCCO2)C(=O)CSc1nc(C)nc2sc(C)c(C)c12	i	12
O=C(C[C@H]1C/C=C\CC[C@H](Cc2ccc(F)cc2)C(=O)O[C@@H](c2ccccc2)CNC1=O)N[C@@H](CO)Cc1ccccc1	i	11
COc1cc(Br)cc(CN2CCN(c3ncccn3)CC2)c1O	i	55
CCN(C[C@H]1N[C@@](Cc2ccccc2)(C(=O)OC)[C@H]2C(=O)N(Cc3ccccc3)C(=O)[C@@H]12)S(=O)(=O)c1ccc(OC(F)(F)F)cc1	i	7
CC(C)(C)OC(=O)C[C@@H]1C/C=C\C[C@H](CC(=O)N[C@@H](CO)Cc2ccccc2)C(=O)N[C@H](C(C)(C)C)COC1=O	i	9

Grouped by structure: the entries above containing fluorine.
SMILES	T cell modulator	T cell modulator vesicle-bound %
CN1C(=O)C(CC(=O)Nc2ccccc2F)N(NC(=O)c2ccc(Br)cc2)C1=S (stereo unspecified)	i	51
CSCCC(NC(=O)c1cc(S(=O)(=O)N2CCOCC2)ccc1F)c1nc2ccccc2[nH]1 (stereo unspecified)	i	42
Cn1nc(C(=O)NCc2cccc(F)c2)cc1C(=O)NCc1cccc(F)c1	i	19
O=C(COC(=O)Cn1cnc2ccccc21)Nc1ccc(F)c(F)c1	i	12
O=C1N[C@@H](c2ccccc2)COC(=O)[C@@H](Cc2ccc(F)cc2)C/C=C\C[C@H]1CC(=O)N(CCO)Cc1ccccc1	i	6
O=C(Nc1ccccc1C(F)(F)F)c1cc(-c2ccco2)on1	i	35
CCn1cc(C(=O)NCc2cccc(C(F)(F)F)c2)c(=O)c2ccc(C)nc21	i	57
CNC(=O)c1cc(Oc2ccc(NC(=O)Nc3ccc(Cl)c(C(F)(F)F)c3)cc2)ccn1	i	45
Fc1ccc(/C=N/n2c(C3CCCCC3)n[nH]c2=S)cc1	i	31
CC(OC(=O)CCN=C1NS(=O)(=O)c2ccccc21)C(=O)Nc1ccc(F)cc1 (stereo unspecified)	i	29
Cc1ccc(NS(=O)(=O)c2ccc(C(=O)N3CCCC(C(F)(F)F)C3)cc2)cc1 (stereo unspecified)	i	23
O=C(CN1C(=O)COc2ccc(S(=O)(=O)N3CCCCC3)cc21)NCc1ccc(F)cc1	i	13
Fc1ccc(-[n+]2nc(Nc3ccccc3)sc2-c2c3ccccc3cc3ccccc23)cc1	i	35
O=C(COc1ccc(F)cc1Br)NCc1nnc2ccccn12	i	42
COc1ccc(C(CNC(=O)c2ccc(S(=O)(=O)Nc3ccc(F)cc3)cc2)N(C)C)cc1 (stereo unspecified)	i	44
O=C(Oc1ccc(F)c(F)c1)c1ccc2c(=O)n3c(nc2c1)CCC3	i	58
COc1ccc(N2CCN(C3CCN(S(=O)(=O)c4ccc(F)cc4)CC3)CC2)cc1	i	24
O=C(C[C@H]1C/C=C\CC[C@H](Cc2ccc(F)cc2)C(=O)O[C@@H](c2ccccc2)CNC1=O)N[C@@H](CO)Cc1ccccc1	i	11
CCN(C[C@H]1N[C@@](Cc2ccccc2)(C(=O)OC)[C@H]2C(=O)N(Cc3ccccc3)C(=O)[C@@H]12)S(=O)(=O)c1ccc(OC(F)(F)F)cc1	i	7
